Assay outcomes (PubChem BioAssay)
ABHD5-PLIN5 inh = ABHD5-PLIN5 interaction inhibitors, primary screen, cell lysate, split luciferase complementation, luminescence. Perilipin-5 (Homo sapiens) + 1-acylglycerol-3-phosphate O-acyltransferase ABHD5 (Homo …. Split G. princeps luciferase complementation, 4 h. inhibition, % at 4 µM. 0.78% of 360,000 active;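 active means inhibition above the mean inhibition across every tested compound plus 3 SD, cut at about 22% in these data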;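 further: 0% = DMSO only wells and the 100% control is not disclosed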
Target sequence (Q00G26 whole entry, looked up): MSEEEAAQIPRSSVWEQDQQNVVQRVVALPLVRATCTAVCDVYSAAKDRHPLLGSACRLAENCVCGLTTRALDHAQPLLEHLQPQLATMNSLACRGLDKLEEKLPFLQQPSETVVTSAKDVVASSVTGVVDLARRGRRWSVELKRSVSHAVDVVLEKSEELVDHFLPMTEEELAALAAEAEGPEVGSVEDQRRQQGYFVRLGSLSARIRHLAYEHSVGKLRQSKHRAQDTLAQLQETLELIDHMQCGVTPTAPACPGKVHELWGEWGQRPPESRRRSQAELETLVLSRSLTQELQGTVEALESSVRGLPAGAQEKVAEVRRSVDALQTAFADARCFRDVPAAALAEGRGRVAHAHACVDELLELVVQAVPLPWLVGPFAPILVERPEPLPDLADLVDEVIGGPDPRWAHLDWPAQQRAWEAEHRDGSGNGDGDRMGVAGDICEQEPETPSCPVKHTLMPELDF
Target sequence (Q8WTS1 whole entry, looked up): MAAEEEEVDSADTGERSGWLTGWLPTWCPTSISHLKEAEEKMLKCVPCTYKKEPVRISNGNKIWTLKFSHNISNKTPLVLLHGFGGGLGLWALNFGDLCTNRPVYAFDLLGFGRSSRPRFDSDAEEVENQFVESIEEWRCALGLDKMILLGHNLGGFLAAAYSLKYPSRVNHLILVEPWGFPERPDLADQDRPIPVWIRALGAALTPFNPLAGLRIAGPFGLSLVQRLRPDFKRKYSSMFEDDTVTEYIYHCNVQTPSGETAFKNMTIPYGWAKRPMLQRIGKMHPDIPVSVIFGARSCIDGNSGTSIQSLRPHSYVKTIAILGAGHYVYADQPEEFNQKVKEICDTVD
NOD2 RIPK2 PPI = NOD2-RIPK2 binding disruptors in cells, primary screen, fluorescence, CHO cells, BLA complementation. CCF4 ratio. AID 624267, 2012. inhibition, % at 4.98 µM. 0.38% of 360,000 active; in the data active means inhibition above about 21%;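 further: 0% = vehicle only and 100% = reference blocker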
NCOA2 inhibitor = inhibition of GAL4-SRC2 driven luciferase reporter, primary screen, SRC2 inhibitor project, cell-based, luminescence; Nuclear receptor coactivator 2 (Homo sapiens), Q15596; HEK293 GAL4-SRC2 luciferase reporter; inhibition, % at 9 µM; 0.17% of 370,000 active;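 active means inhibition above the mean inhibition of all tested compounds plus 3 SD, set per campaign, cut at about 52% in these data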;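 further: 0% = DMSO treated cells and 100% = cells given Gossypol at 36 µM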
MC4R antagonist = MC4R antagonists of cAMP signaling, primary screen, cell-based, TR-FRET, antagonist arm of biased-ligand search | Melanocortin receptor 4 (Homo sapiens), P32245 | MC4R-expressing cells, MTII-stimulated cAMP, LANCE TR-FRET | inhibition, % at 6.5 µM | 0.48% of 360,000 active | AID 540295, 2011;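 active means inhibition above its plate's cutoff, the mean of tested wells on that plate plus 3 SD, cut at about 29% in these data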;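 further: 0% = Melanotan II alone and 100% = Melanotan II plus saturating MCL0020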
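material = U2OS cells stably expressing human melanocortin 4 receptor (MC4R) | also added = Melanotan II challenge | dosing = single nominal compound dose of 6.5 µM | detection = TR-FRET with Eu-cAMP and labeled anti-cAMP, 671 nm | replication = singlicate | timing = compound 30 min, challenge 1 h, detection 1 h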
m5-HT2A agonist = mouse Htr2a agonists via beta-arrestin recruitment, primary screen, cell-based, luminescence. 5-hydroxytryptamine receptor 2A (Mus musculus), P35363. CHO-K1 mHTR2A beta-arrestin complementation; percent of 30 µM serotonin response. activation, % at 7.6 µM. 0.66% of 360,000 active. AID 624169, 2012;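 active means activation above a run cutoff, the mean activation of all tested compounds plus 3 SD, cut at about 14% in these data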;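 further: 0% = plate median of compound wells and 100% = 30 µM serotonin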
MC4R ag barr = MC4R agonists recruiting beta-arrestin, primary screen, cell-based, luminescence, agonist arm of biased-ligand search | Melanocortin receptor 4 (Homo sapiens), P32245 | U2OS MC4R beta-arrestin complementation; percent of melanotan II response, DMSO zero | activation, % at 8.9 µM | 0.98% of 360,000 active | AID 540308, 2011;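 active means activation above a per-plate cutoff, the mean activation of sample wells on that plate plus 3 SD, cut at about 8% in these data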
N-glyco inh = increase of ERlucT glycosylation luciferase signal, primary screen, N-linked glycosylation inhibitor project, D54 ERlucT cells, luminescence, set 2 | D54 ERlucT glycosylation luciferase reporter, 24 h; percent of 100 nM tunicamycin response | reporter increase, % at 12.5 µM | 0.23% of 360,000 active;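 active means mean luciferase reporter signal, scaled so untreated is 0 and the glycosylation-blocking control 100, at or above a set limit in every replicate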;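 further: luciferase carries N-glycosylation sites so blocking glycosylation raises the light; 0% = median of neutral control wells and 100% = median of 100 nM tunicamycin wells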
H9c2 protect = cardioprotection against H2O2-induced cell death, primary screen, uHTS, H9c2 cells, ATPLite luminescence | H9c2 cardiomyocytes, H2O2 injury protection, 2 h | protection from H2O2 cell death, % at 20 µM | 0.63% of 360,000 active;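 active means compounds giving at least 50% protection of heart cells from peroxide-induced death in the single-dose screen, raw or plate-pattern-corrected value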;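 further: 0% = DMSO wells with peroxide and 100% = DMSO wells without peroxide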
TLR9-MyD88 block = inhibitors of TLR9-MyD88 association in cells, primary screen, cell-based, CHO, BLA complementation, fluorescence | Toll-like receptor 9 (Homo sapiens) + Myeloid differentiation primary response protein … | CCF4 FRET ratio | inhibition, % at 4.98 µM | 0.21% of 340,000 active | AID 504734, 2011;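 active means inhibition above the mean over all tested compounds plus 3 SD, cut at about 21% in these data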;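 further: 0% = DMSO only wells and 100% = clavulanate BLA inhibitor control wells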
ABCB6 inh MLPCN = ABCB6 transporter inhibitors, primary screen, K562-ABCB6 cells, flow cytometry, MLPCN library; ATP-binding cassette sub-family B member 6 (Homo sapiens), Q9NP58; K562-ABCB6 porphyrin accumulation, 1 h; hits give low values; fluorescence ratio to DMSO, % at 10 µM; 0.19% of 360,000 active;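 active means fluorescence ratio to DMSO below 75%, the collection mean minus 3 SD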;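 further: signal is porphyrin accumulated inside mitochondria; 100% equals median channel fluorescence of DMSO control wells; lower ratio means ABCB6 inhibition with less porphyrin fluorescence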
Starred values were filed as active, the others as inactive; x = not tested or not shown. Not all compounds are listed (hit frequency here may not be typical).

nr	Molecule	ABHD5-PLIN5 inh	NOD2 RIPK2 PPI	NCOA2 inhibitor	MC4R antagonist	m5-HT2A agonist	MC4R ag barr	N-glyco inh	H9c2 protect	TLR9-MyD88 block	ABCB6 inh MLPCN
1	Cc1ccc(S(=O)(=O)N/N=C/c2cc([N+](=O)[O-])ccc2O)cc1[N+](=O)[O-]	2.5	-7.4	-23.1	-2.5	-3.5	-2.7	5.0	-4.2	2.8	100.0
2	O=c1c(Cl)c(N2CCN(S(=O)(=O)c3ccc(F)cc3)CC2)cnn1-c1cccc(Cl)c1	3.1	-8.7	-23.6	9.3	0.5	-0.3	-5.3	-5.1	-8.3	108.0
3	COc1ccc(NC(=O)CSc2nnnn2C2CCCCC2)cc1	-0.6	-13.2	2.6	3.6	-5.0	-1.8	1.2	0.8	-2.7	97.0
4	O=C(Cn1cnc2ccccc21)c1ccccc1	-0.3	-8.9	-4.4	-0.9	3.9	-0.4	1.4	9.6	-16.7	96.0
5	N/C(=N\OC(=O)Cc1ccccc1)c1ccccc1Cl	3.5	-1.8	-43.2	1.9	1.4	-0.8	-2.2	-1.7	9.0	101.0
6	CC(C)(C)N1C(=O)[C@H]2[C@@H](c3ccc(Br)cc3)N3C(=O)N(c4cccc(F)c4)C(=O)[C@@]3(Cc3ccccc3)[C@H]2C1=O	5.2	-15.1	1.2	12.7	-9.1	5.9	-1.8	-0.8	-3.5	97.0
7	CN(CC(=O)NCCc1ccc(S(N)(=O)=O)cc1)S(=O)(=O)c1ccc(Br)s1	-3.4	-2.6	28.0	5.4	-6.3	-1.6	-0.8	3.1	-0.8	93.0
8	CC(C)C[C@H]1CNC(=S)N1C[C@H]1CCCN1C[C@H](CC(C)C)N1C[C@H](Cc2ccc(O)cc2)N(CC2CCCCCC2)C1=S	5.3	-5.8	-14.1	x	0.7	x	-13.6	-13.4	x	95.0
9	C=CCN1C(=O)C(Cc2ccc(Br)cc2)S/C1=N\N=C\c1ccco1 (stereo not given)	0.3	0.1	2.5	1.1	10.8	7.9	0.6	-5.5	0.8	95.0
10	O=C(COC(=O)c1ccc(S(=O)(=O)N2CCOCC2)cc1)NCc1ccco1	4.8	-10.3	-1.5	5.7	5.1	-0.9	0.9	3.9	3.8	91.0
11	Oc1c(Br)cc(C2N=C(c3ccccc3)NO2)cc1Br (stereo not given)	9.4	3.1	-64.5	-3.7	6.1	0.3	-0.9	-1.0	-7.0	100.0
12	O=C1NCCCC1C(=O)N1CCN(C(=O)c2ccco2)CC1 (stereo not given)	3.8	-5.7	7.2	6.5	3.2	-0.4	2.0	2.1	6.3	104.0

Next section.
nr	Molecule	ABHD5-PLIN5 inh	NOD2 RIPK2 PPI	NCOA2 inhibitor	MC4R antagonist	m5-HT2A agonist	MC4R ag barr	N-glyco inh	H9c2 protect	TLR9-MyD88 block	ABCB6 inh MLPCN
13	COc1ccc(Cc2nnc(SCC(=O)NC3(C#N)CCCCC3)n2N)cc1	1.9	3.6	-15.1	4.2	6.7	-1.5	-1.2	-1.9	-5.5	94.0
14	CCOC(=O)CNC(=O)N1C[C@H]2CON(C)[C@H]2C[C@H]1c1ccccc1Br	3.7	-12.1	-22.7	8.4	-0.1	-0.5	2.3	10.4	0.1	103.0
15	Cc1ccc(Cn2nnc3c(=O)n(Cc4cc(C)ccc4C)cnc32)cc1	1.3	0.3	-3.6	2.5	-4.7	-0.5	-4.2	2.8	2.3	102.0
16	CC(NC(=O)c1cc2cc(F)ccc2[nH]1)c1ccccc1 (stereo not given)	-7.7	10.3	-9.1	19.8	-6.5	-0.1	-0.3	-9.9	-2.3	96.0
17	O=S(=O)(c1ccc(SCCO)nc1)N1CCCC1	0.1	-4.0	-3.5	-0.2	3.5	-1.9	0.6	1.7	-3.5	99.0
18	O=c1cc(-c2ccncc2)oc2c1ccc1ccccc12	9.2	-7.9	6.5	-19.2	2.5	-1.5	18.1	66.5*	0.0	101.0
19	CCOC(=O)c1c(C)[nH]c(C(=O)COC(=O)c2ccncc2)c1C	8.4	7.5	-19.8	0.7	-6.5	-2.1	-1.4	6.5	0.3	101.0
20	Cc1ccc(OCCCCNC2CCCCC2)c(C)c1	3.5	3.5	4.8	-0.6	-6.9	4.0	-0.9	18.0	4.1	83.0
21	O=C1C=CC(O)(c2cc(=O)c3c(O)cc(O)cc3o2)C=C1	89.0*	30.3*	-46.5	3.0	-6.8	-1.1	-19.1	-1.9	-2.2	104.0
22	CCCCNC(=O)C1CC(c2cccc([N+](=O)[O-])c2)=NO1 (stereo not given)	0.4	7.6	-45.5	8.8	0.8	1.8	-1.5	6.8	-5.3	98.0
23	CCCCCCOC(=O)C(C#N)c1nc2ccccc2nc1N1CCN(CC)CC1 (stereo not given)	11.7	4.1	-7.5	-1.4	-5.5	1.6	1.2	-0.4	8.2	99.0
24	Cc1ccc(C(=O)Nc2nc(COc3ccccc3)cs2)s1	-1.8	1.2	-5.5	5.4	2.7	2.2	-4.2	-13.6	-1.2	97.0

(more compounds)
nr	Molecule	ABHD5-PLIN5 inh	NOD2 RIPK2 PPI	NCOA2 inhibitor	MC4R antagonist	m5-HT2A agonist	MC4R ag barr	N-glyco inh	H9c2 protect	TLR9-MyD88 block	ABCB6 inh MLPCN
25	CCCc1nc2c(C)cc(C)cc2c(N)c1CC	0.5	-6.9	-13.5	-1.3	2.0	-0.9	4.7	0.9	0.1	99.0
26	CC1CCN(c2ccc(C(=O)NCc3ccco3)cc2[N+](=O)[O-])CC1	0.0	-6.4	7.4	5.0	-1.9	-1.4	-1.4	-4.4	10.4	98.0
27	CC(C)[C@H]1C(=O)Nc2ccccc2N1C(=O)N[C@@H](Cc1ccccc1)C(=O)N[C@H](Cc1ccccc1)C(=O)O	0.7	-3.6	13.7	-1.6	-6.6	-2.0	-5.5	6.6	-10.2	98.0
28	C=CCN1C(=O)C(C)NC1=S (stereo not given)	-10.3	-5.3	5.3	22.1	-0.5	-1.4	-0.4	5.2	-8.6	98.0
29	COC(=O)C1CCc2c(ccc3c2CCCC3)C1=O (stereo not given)	1.3	-18.7	-25.4	-0.7	-1.9	-2.6	0.9	-19.8	-9.5	91.0
30	O=C(NC1CC1)c1cccc2c1C(=O)c1ccc(N3CCC(Cc4ccccc4)CC3)cc1S2(=O)=O	-5.3	33.5*	-12.2	-0.3	3.1	-0.8	-5.0	-3.1	31.6*	136.0
31	Cc1sc2ncn(CC(=O)Nc3c(F)cccc3F)c(=O)c2c1S(=O)(=O)N1CCC(C)CC1	0.6	1.9	13.1	17.3	-3.6	0.8	1.2	9.2	-0.8	94.0
32	Cc1cc(NS(=O)(=O)c2ccc(NC(=O)c3ccc([N+](=O)[O-])c(Cl)c3)cc2)no1	-2.0	-23.0	-15.3	2.2	-0.6	-2.2	3.1	-1.4	-11.1	105.0
33	CCCc1cc(=O)oc2cc(OCC(=O)NCCc3c[nH]c4ccc(OC)cc34)ccc12	4.5	3.0	5.7	-0.6	6.7	-0.5	0.5	8.8	0.7	99.0
34	CCC(=O)N=c1sc2cc([N+](=O)[O-])ccc2n1CCOC	0.8	-9.0	-13.7	12.2	1.6	2.3	0.0	6.5	-4.1	95.0
35	O=C(c1cc2cc(Br)ccc2o1)N1CCCCC1	-0.4	-5.2	-68.8	18.6	-2.2	-1.9	-2.8	-11.0	-5.5	101.0
36	Cc1ccc(C(=O)Nc2c(-c3ccc(Cl)cc3)[nH][nH]c2=O)cc1	-17.2	6.5	8.3	x	2.8	x	1.5	-0.1	x	98.0

Other results follow:
nr	Molecule	ABHD5-PLIN5 inh	NOD2 RIPK2 PPI	NCOA2 inhibitor	MC4R antagonist	m5-HT2A agonist	MC4R ag barr	N-glyco inh	H9c2 protect	TLR9-MyD88 block	ABCB6 inh MLPCN
37	Cc1c(C(=O)N2CCC(N3CCSCC3)CC2)oc2c(F)cccc12	2.6	-18.0	-10.4	1.0	-0.8	-1.2	-4.0	0.3	-5.5	98.0
38	CC(C)C[C@H]1CN([C@@H](CC(C)C)CN2CCCC2CN2C(=S)NC[C@@H]2Cc2ccccc2)C(=S)N1CCc1ccccc1 (stereo not given in full)	-6.0	5.3	18.1	x	-3.4	x	x	x	x	93.0
39	COC(=O)c1ccccc1NC(=O)c1ccc(-c2cccc(Cl)c2)o1	-4.8	1.6	13.2	0.0	1.2	-1.2	3.9	14.1	2.1	99.0
40	CCCOc1ccc2c(=O)c(-c3cc(C(=O)OC)oc3C)c(C)oc2c1	-3.5	-7.8	-5.0	10.0	1.7	-0.1	-3.2	-8.5	-7.2	96.0
41	CCCSc1nc2c(cnn2-c2ccccc2)c(=O)[nH]1	-2.0	-25.0	0.5	-2.6	-4.3	3.1	-4.4	10.3	9.4	102.0
42	CC1CN(CCOc2ccc(F)cc2)CC(C)O1 (stereo not given)	4.2	-0.4	-18.2	11.3	-6.1	-1.1	-0.5	1.6	7.8	101.0
43	Cc1cccc(-c2nnc3sc(-c4ccccc4)nn23)c1	-0.3	-4.3	-2.3	-6.2	1.1	0.5	0.0	4.7	1.9	96.0
44	Cc1cccc(NC(=S)/N=C(\N)Nc2nc(C)c3cc(C)ccc3n2)c1	-24.4	-8.6	2.8	-11.2	-2.5	-2.3	1.6	-6.4	-5.6	100.0
45	CC12CCC(C(=O)Nc3cc(F)ccc3F)(CC1=O)C2(C)C (stereo not given)	2.7	-3.2	0.7	-1.0	5.0	0.1	-0.9	-3.2	8.4	97.0
46	CC1CC(C)CN(C(=O)CSc2nc(N)cc(=O)[nH]2)C1 (stereo not given)	-0.5	-5.2	-5.8	11.5	4.2	-1.0	2.5	6.3	-3.4	97.0
